# Screening data (PubChem BioAssay)
# AddAB inh: less growth of phage-infected E. coli with AddAB. 330,000 tested, 0.29% active. E. coli expressing H. pylori AddAB, absorbance growth. inhibition, % at 11.9 µM; in the data active means inhibition above about 12%;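 further: 0% = vehicle wells of infected cells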
# PfHsp90 yeast 2: growth inhibition of yeast expressing Plasmodium Hsp90; S. cerevisiae expressing PfHsp90, BacTiter-Glo ATP, 48 h; yeast lacking PDR1 and PDR3 efflux regulators; 310,000 tested, 0.32% active; AID 504621; inhibition, % at 9.4 µM;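 active means every replicate shows inhibition above about 80%, whatever the replicate mean, limit read from the data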;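 further: 0% = DMSO neutral controls and 100% = 20 µM radicicol positive controls; yeast relying on Plasmodium falciparum Hsp90 in place of its own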
# phage Ecoli inh: E. coli growth loss with phage present; growth absorbance; inhibition, % at 11.9 µM; 360,000 tested, 0.26% active; AID 651602; in the data active means inhibition above about 11%
# Tat export inh: E. coli Tat transport inhibition. E. coli MC4100 TorA-mCherry Tat export, fluorescence. inhibition, % at 10 µM. 340,000 tested, 0.036% active. AID 488895;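 active means mean replicate inhibition at least 50% and at least half of replicates individually reaching 50%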;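 further: exported cargo escapes ClpAP degradation while cytoplasmic cargo is degraded and loses fluorescence; 0% = median of neutral control wells and 100% = median of NaSCN control wells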
# Ecoli viability: bacterial growth inhibition, counter-screen for AddAB inhibitors. E. coli V3065 growth, OD600 absorbance, 18 h. inhibition, % at 11.9 µM. 330,000 tested, 0.27% active;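 active means inhibition above the campaign's mean inhibition across all tested compounds plus 3 SD, cut at about 9.9% in these data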;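 further: uninfected addAB+ strain grown without phage in ampicillin broth; 0% = DMSO wells and 100% = ciprofloxacin 0.95 µg/ml wells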
# HTR5A inv ag: counter-screen for OPRM1-OPRD1 inverse agonists: human HTR5A inverse agonism; P47898; HTR5A cell line, luminescence; inhibition, % at 9.3 µM; 340,000 tested, 0.083% active; in the data active means inhibition mostly above about 23%, no sharp cut-off; inactive means mostly below about 18%;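 further: 0% = cells with DMSO and 100% = no-cell wells with DMSO; some compounds called inactive have numbers as strong as hits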
# PKA-R1A activ: PKA-R1A complex activation | P00514+P68181 | PKA-R1A dissociation, Cy5-IP20 fluorescence polarization; scaled: DMSO 0%, 113 µM cGMP 100% | activation, % at 11.4 µM | 340,000 tested, 0.083% active | AID 504707;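 active means percent activation above the mean of all tested compounds plus 3 SD, cut at about 19% in these data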;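 further: higher means more PKAc released from R1A so a rise in polarization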
# Mot1-301 SUMO: inhibitors of SUMOylation pathway: yeast Mot1-301 growth rescue. S. cerevisiae Mot1-301 growth rescue, ATP luminescence, 38.5C; percent above DMSO median, 100 means doubled. growth rescue, % at 18.8 µM. 320,000 tested, 1% active. AID 2716;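 active means every valid replicate shows activation above 250% relative to neutral control wells; inactive means the rest, any valid replicate at or below 250%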;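 further: OY570 slx delta 5 strain wells were the positive control but not used for scaling; some compounds called inactive have numbers as strong as hits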
# MOR-DOR inv ag: inverse agonist of human OPRM1-OPRD1 heterodimerization; P35372+P41143; cell-based MOR-DOR heterodimer luminescence, inverse agonism; inhibition, % at 9.3 µM; 340,000 tested, 0.21% active; AID 504357; in the data active means inhibition above about 22%, passing the limit was not always enough;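 further: 0% = cells with DMSO and 100% = wells without cells with DMSO; values of inactives mirror those of a sister screen read the other way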
# Target sequence (P35372 whole entry, looked up): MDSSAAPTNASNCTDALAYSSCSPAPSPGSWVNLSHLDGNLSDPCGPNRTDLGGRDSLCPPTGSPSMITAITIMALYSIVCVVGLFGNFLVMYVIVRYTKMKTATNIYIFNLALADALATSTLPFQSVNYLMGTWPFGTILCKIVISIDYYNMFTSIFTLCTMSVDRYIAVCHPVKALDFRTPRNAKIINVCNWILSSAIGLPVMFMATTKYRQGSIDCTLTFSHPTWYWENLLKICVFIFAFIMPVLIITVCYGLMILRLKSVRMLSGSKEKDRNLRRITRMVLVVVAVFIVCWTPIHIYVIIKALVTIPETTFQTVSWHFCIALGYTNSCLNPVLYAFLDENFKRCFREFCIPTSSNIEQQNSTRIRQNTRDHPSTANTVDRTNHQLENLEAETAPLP
# Target sequence (P41143 whole entry, looked up): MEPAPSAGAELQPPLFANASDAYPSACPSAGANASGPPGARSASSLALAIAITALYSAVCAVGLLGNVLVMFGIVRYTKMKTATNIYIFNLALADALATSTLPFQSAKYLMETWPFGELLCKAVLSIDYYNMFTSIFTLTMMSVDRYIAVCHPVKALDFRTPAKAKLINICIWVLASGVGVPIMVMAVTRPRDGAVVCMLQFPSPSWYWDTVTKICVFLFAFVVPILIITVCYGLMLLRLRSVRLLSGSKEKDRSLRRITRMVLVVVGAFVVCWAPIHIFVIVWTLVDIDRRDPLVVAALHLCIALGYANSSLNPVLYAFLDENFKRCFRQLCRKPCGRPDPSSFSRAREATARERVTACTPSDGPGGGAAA
# OPRM1-OPRD1 ag: agonists of human mu-delta opioid receptor heterodimerization; P35372+P41143; cells, OPRM1-OPRD1 heterodimerization, luminescence; activation, % at 9.3 µM; 340,000 tested, 0.3% active; AID 504326; in the data active means activation above about 18%;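 further: 0% = vehicle-treated cells and 100% = reference agonist; values of inactives mirror those of a sister screen read the other way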
# PKA-R2B activ: activators of human PKA-R2B complex | activation, % at 11.4 µM | 340,000 tested, 0.079% active | AID 504700 | PKA-R2B holoenzyme dissociation, Cy5-IP20 fluorescence polarization; R2B truncated from residue 108, S112A mutant; 0% DMSO only, 100% 113 µM cGMP;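 active means activation above a cutoff set at the mean over all compounds plus 3 SD, cut at about 18% in these data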;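 further: higher means more holoenzyme dissociation and a rise in polarization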
# * marks the source's active call; other numbers are inactive results; / = no result given.
SMILES,AddAB inh,PfHsp90 yeast 2,phage Ecoli inh,Tat export inh,Ecoli viability,HTR5A inv ag,PKA-R1A activ,Mot1-301 SUMO,MOR-DOR inv ag,OPRM1-OPRD1 ag,PKA-R2B activ
O=C1C(Cc2ccccc2)SC(=Nc2ccccc2)N1c1ccccc1 (centres undefined),-0.5,-4.2,0.8,9.2,0.8,5.4,1.9,11.0,-8.0,1.5,-3.4
CCCN1CC(=O)N2Cc3[nH]c4ccccc4c3C[C@H]2C1=O,-3.9,13.2,-0.4,1.2,-0.9,-7.2,0.2,-17.7,-1.4,0.3,-7.1
O=C(CCS(=O)(=O)c1cc(Br)cc2c1N(C(=O)C1CC1)CC2)N1CCN(c2ccccn2)CC1,2.7,32.8,0.6,8.0,-0.7,-18.5,7.7,69.7,-1.6,0.3,9.5
CCc1nnc(NS(=O)(=O)c2ccc(NC(=S)NC(=O)/C=C/c3ccc(F)cc3)cc2)s1,2.7,12.5,3.1,-12.9,-0.9,-3.5,-3.2,5.1,10.3,-1.7,-6.4
Cc1onc(-c2c(Cl)cccc2Cl)c1C(=O)N1C(C)CCCC1C (centres undefined),0.7,-5.8,2.1,-0.1,-0.1,-5.4,-7.9,-6.9,13.2,-1.9,-6.9
Nn1cc(-c2ccccc2)nc1SCC(=O)NCCN1C(=O)CSC1=O,3.2,/,0.5,3.6,-0.3,1.9,-3.5,115.7,22.5,-3.9,6.6
COc1c(C(C)C)cc(NC(C)=O)cc1C(C)C,3.1,/,1.7,2.0,0.1,4.8,-0.7,-1.1,-1.8,0.4,0.4
Cn1ccs/c1=N\C(=O)Nc1ccccc1,-1.5,-6.8,3.7,-4.0,-1.9,-18.9,-1.1,-1.9,-8.4,1.6,-2.3
CCOc1ccc(CCNC(=O)CN2C(=O)c3cccnc3Oc3ccc(C)cc32)cc1OCC,6.4,4.1,2.4,11.5,0.2,-6.6,-6.5,0.0,14.0,-2.7,-0.7
COc1ccc(Cl)cc1NC(=O)C/C(C)=N/NC(=O)CCc1ccccc1,1.3,20.4,-0.3,2.6,1.3,-25.4,-8.9,-13.6,-5.1,0.6,1.1
CC1(C)CC(=O)C=C(Nc2cccc(O)c2)C1,-2.2,5.2,2.3,-10.8,0.4,4.0,-2.5,-5.7,18.5,-3.4,-0.6
CC(C)COC(=O)CCn1[nH]c(=O)c2ccccc2c1=O,4.1,/,2.7,5.1,4.2,-3.6,9.5,0.9,7.1,-1.5,0.9
O=C(CCc1ccccc1)NNC(=O)c1cc(Cl)ccc1O,11.6,15.8,6.0,-6.9,7.7,-6.2,3.0,-9.5,9.2,-1.7,0.0
C[C@@H]1O[C@@H](O[C@H]2[C@H](Oc3cc(O)c4c(c3)O[C@H](c3ccc(O)cc3)CC4=O)O[C@H](CO)[C@@H](O)[C@@H]2O)[C@H](O)[C@H](O)[C@H]1O,2.6,5.1,3.8,-10.3,-0.5,-4.9,-13.3,388.5,7.7,-1.4,-8.3
COc1ccc(C(=O)NNC(=O)C2=NN(c3ccccc3)C(=O)CC2)cc1,1.2,-4.7,3.7,2.5,-0.9,6.3,-3.8,22.5,13.3,-2.6,4.3
CC(=O)N1CCN(S(=O)(=O)c2cccc(C(=O)Nc3ccc4c(c3)OCO4)c2)CC1,-1.3,-20.5,2.1,2.7,-0.5,-7.6,-4.8,8.1,-5.0,1.0,-3.1
CN(c1ccc(C(=O)NCCSCc2c(F)cccc2Cl)cc1)S(C)(=O)=O,3.9,2.1,-0.3,-6.6,1.7,-6.2,12.9,-3.3,-3.6,0.7,-11.0
CC(C)CC(=O)c1c[nH]c(C(=O)NCc2cccnc2)c1,1.4,-8.6,0.1,-4.1,0.2,5.4,-4.4,-16.8,-6.3,1.3,-7.3
O=C(Nc1cccc(Br)c1)c1cc2ccccc2o1,0.1,-0.7,2.0,4.1,-2.9,1.9,0.9,-1.9,-28.9,4.9,3.0
COC(=O)[C@H](C)NC(=O)NCc1ccco1,-2.0,/,/,-5.3,-2.1,-12.9,-11.9,1.3,5.9,-1.0,0.5
CCOC(=O)C1=C(C)Nc2nc3ccccc3n2C1c1cccs1 (centres undefined),-2.1,6.2,1.3,4.7,-4.0,0.5,-5.8,-17.3,12.6,-2.1,-10.3
CCCS(=O)(=O)N1CCCC(C(=O)NCCN(C)Cc2ccccc2)C1 (centres undefined),0.3,-15.0,1.2,-1.4,1.4,16.1,-4.0,-6.2,-6.2,1.1,-6.2
O=C(/C=C/c1ccc(OCCCF)cc1)NCc1ccc(Cl)c(Cl)c1,3.2,18.7,1.7,8.6,0.4,-2.4,-6.8,-2.7,-9.6,2.1,-6.7
CCN(CC)CCNC(=O)CCc1c(C)nc2c(c(C)nn2-c2ccc(C)c(C)c2)c1C,/,10.9,0.2,4.5,/,-10.0,-1.8,-2.8,10.5,-1.8,-2.2
CC(C)(C)C(=O)CSc1ccc(S(=O)(=O)N2CCCC2)cn1,-0.1,4.1,0.1,-0.9,0.3,-0.3,5.8,-12.4,7.0,-1.8,-1.9
CCN(CC)S(=O)(=O)c1ccc(N/N=C/c2ccc(OC)c(OC)c2OC)nc1,-0.3,-37.3,1.4,7.5,-1.5,-5.9,3.7,12.7,-0.3,0.1,1.2
COc1cccc(CNC(=O)C(=O)NCCC2CCCCN2S(=O)(=O)c2cccs2)c1 (centres undefined),-1.8,/,6.1,13.4,-0.6,9.7,1.2,7.5,5.1,-0.8,-1.1
COc1ccc2c(c1)OC(O)(C(F)(F)F)CC2=O (centres undefined),-1.2,22.5,-0.1,4.2,-3.4,6.5,-14.6,-12.6,-4.7,0.8,-7.7
CCN(CC)c1ccc(NC2CC(=O)N(CCc3ccc(OC)cc3)C2=O)cc1 (centres undefined),-1.9,13.5,4.4,3.1,1.6,11.2,-13.5,1.2,-4.1,0.8,-10.7
CC(C)CN1C2CCCC1CC(NC(=O)c1ccc([N+](=O)[O-])cc1)C2 (centres undefined),1.5,44.6,1.1,1.0,2.1,-17.4,-3.9,23.1,4.6,-0.9,5.2

# Five consecutive records from above, quoted:
SMILES,AddAB inh,PfHsp90 yeast 2,phage Ecoli inh,Tat export inh,Ecoli viability,HTR5A inv ag,PKA-R1A activ,Mot1-301 SUMO,MOR-DOR inv ag,OPRM1-OPRD1 ag,PKA-R2B activ
CCN(CC)S(=O)(=O)c1ccc(N/N=C/c2ccc(OC)c(OC)c2OC)nc1,-0.3,-37.3,1.4,7.5,-1.5,-5.9,3.7,12.7,-0.3,0.1,1.2
COc1cccc(CNC(=O)C(=O)NCCC2CCCCN2S(=O)(=O)c2cccs2)c1 (centres undefined),-1.8,/,6.1,13.4,-0.6,9.7,1.2,7.5,5.1,-0.8,-1.1
COc1ccc2c(c1)OC(O)(C(F)(F)F)CC2=O (centres undefined),-1.2,22.5,-0.1,4.2,-3.4,6.5,-14.6,-12.6,-4.7,0.8,-7.7
CCN(CC)c1ccc(NC2CC(=O)N(CCc3ccc(OC)cc3)C2=O)cc1 (centres undefined),-1.9,13.5,4.4,3.1,1.6,11.2,-13.5,1.2,-4.1,0.8,-10.7
CC(C)CN1C2CCCC1CC(NC(=O)c1ccc([N+](=O)[O-])cc1)C2 (centres undefined),1.5,44.6,1.1,1.0,2.1,-17.4,-3.9,23.1,4.6,-0.9,5.2

# Other records follow.
SMILES,AddAB inh,PfHsp90 yeast 2,phage Ecoli inh,Tat export inh,Ecoli viability,HTR5A inv ag,PKA-R1A activ,Mot1-301 SUMO,MOR-DOR inv ag,OPRM1-OPRD1 ag,PKA-R2B activ
O=C(CCNS(=O)(=O)c1ccc(Cl)cc1)N1CCOCC1,-2.1,-0.3,1.9,3.3,0.0,4.0,3.8,6.8,13.6,-4.1,-2.4
CN(C)c1ccc(N=Nc2cccc(F)c2)cc1,0.5,-6.9,0.2,-8.2,1.1,10.8,-8.8,9.1,9.0,-1.6,-4.4
COc1ccc(C(=O)C2CCCN(Cc3cn[nH]c3-c3ccc(F)cc3)C2)cc1OC (centres undefined),0.2,5.4,5.2,-5.6,0.0,-6.0,3.2,7.4,10.0,-2.1,-5.6
CC(=O)Nc1nnc(-c2c(-c3ccccc3Cl)noc2C)o1,1.8,40.1,2.4,0.8,1.5,-16.5,-5.1,10.0,11.4,-2.3,-3.6
COc1ccc(NC(=O)N2CCC(C(=O)c3ccc(F)cc3)CC2)cc1,-0.3,1.2,1.2,-2.1,-0.9,14.1,-8.7,2.8,8.9,-1.7,-0.6
Cc1ccc(S(=O)(=O)NCCCCCC(=O)Nc2ccccc2)cc1,0.6,-8.6,0.2,-12.4,-0.4,-20.5,-2.6,8.8,3.0,-0.6,7.9
NC(=O)C1CCN(C(=O)COc2ccc3ccccc3c2Br)CC1,5.7,/,1.7,-4.7,4.5,-4.8,-1.9,-10.5,21.0,-4.1,3.7
COc1cccc(N2CCN(c3ncccn3)CC2)c1,1.9,3.6,-1.8,-8.6,-1.8,1.4,11.1,3.3,-15.9,2.5,-0.2
CCOC(=O)CC1(NC(=O)C2CCC(=O)N(Cc3ccccc3F)C2)CCCCC1 (centres undefined),1.7,2.1,2.5,7.6,0.2,-31.8,-4.2,-4.9,0.2,0.0,-6.5
Cc1ccnc(NS(=O)(=O)c2ccc(NC(=O)c3ccc(C)o3)cc2)n1,-0.5,41.0,1.1,22.5,-2.2,5.8,-8.7,-7.2,18.5,-3.3,-10.8
NNC(=O)CNC(=O)c1ccc(F)cc1,0.9,5.3,3.5,2.4,-3.6,-0.7,1.3,-1.4,12.6,-2.7,-10.3
O=c1nc2sc3ccccc3n2c(=O)n1-c1ccc(Cl)cc1,5.1,-5.0,5.2,-7.5,3.0,9.7,0.7,105.6,1.4,-0.3,0.6
CN(C(=O)c1ccc(COc2ccccc2Cl)o1)c1ccccc1,0.3,-4.0,0.2,6.5,-2.4,-5.0,1.5,-8.9,-26.6,6.0,-5.0
COc1ccccc1OCC(=O)N/N=C1\CCCCc2ccccc21,1.1,-0.7,3.0,-4.3,1.2,13.3,8.8,5.4,-0.7,0.1,-4.9
O=C(CN1CCCCCC1)Nc1ccc(Cl)cc1F,3.5,-2.8,1.7,24.4,3.9,0.8,-5.0,268.8,-3.0,0.6,6.6
COc1ccccc1/C=C/C(=O)OCC(=O)N1c2ccccc2CC1C (centres undefined),1.9,/,3.6,10.4,0.5,-15.4,3.6,-2.6,20.1,-5.0,-8.3
CCC(C)(C)NC(=O)C(OC(=O)c1cc2sccc2n1C)c1ccc(OC)cc1 (centres undefined),-1.2,28.9,1.0,-8.5,1.4,8.1,-5.2,6.7,-11.3,1.8,-3.2
CCOC(=O)C1CCCN(C2=NC(=O)/C(=C/c3ccc(OC)c(OC)c3)S2)C1 (centres undefined),-1.9,8.0,3.5,0.1,-0.7,8.5,-1.5,-14.8,0.2,-0.1,-0.4
Fc1ccc2nc(C3CCN(Cc4nc(CC5CC5)no4)CC3)[nH]c2c1,2.6,3.9,3.5,21.7,3.0,-0.2,-10.1,459.6*,6.1,-1.3,9.6
COc1ccc(-c2noc(-c3ccccc3C(=O)NCc3ccco3)n2)cc1,0.6,5.7,2.7,-6.6,-0.6,-8.1,0.4,1.2,3.9,-0.8,6.4

# Hits appear at their usual frequency; overall some 2.2% were active at least once.
